Screening data: PubChem BioAssay, several laboratories
Peg3 promoter = Peg3 promoter activity inhibition; HeLa PEG-Prom luciferase reporter, luminescence, overnight; inhibition, % at 20 µM; 1.7% of 360,000 active; AID 588405;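 active = inhibition of at least 50% at 20 µM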
PDI turbidity = inhibitors of human protein disulfide isomerase. inhibition, % at 10 µM. PDI insulin aggregation turbidity, A650, 90 min. 0.052% of 350,000 active;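 active = mean inhibition across replicates of 30% or more, whatever share of single replicates reach that level; inconclusive = mean inhibition below 30% while every single replicate reaches 30%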;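 note: absorbance from insulin aggregation driven by PDI reduction with DTT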
Target sequence (P07237 whole entry, looked up): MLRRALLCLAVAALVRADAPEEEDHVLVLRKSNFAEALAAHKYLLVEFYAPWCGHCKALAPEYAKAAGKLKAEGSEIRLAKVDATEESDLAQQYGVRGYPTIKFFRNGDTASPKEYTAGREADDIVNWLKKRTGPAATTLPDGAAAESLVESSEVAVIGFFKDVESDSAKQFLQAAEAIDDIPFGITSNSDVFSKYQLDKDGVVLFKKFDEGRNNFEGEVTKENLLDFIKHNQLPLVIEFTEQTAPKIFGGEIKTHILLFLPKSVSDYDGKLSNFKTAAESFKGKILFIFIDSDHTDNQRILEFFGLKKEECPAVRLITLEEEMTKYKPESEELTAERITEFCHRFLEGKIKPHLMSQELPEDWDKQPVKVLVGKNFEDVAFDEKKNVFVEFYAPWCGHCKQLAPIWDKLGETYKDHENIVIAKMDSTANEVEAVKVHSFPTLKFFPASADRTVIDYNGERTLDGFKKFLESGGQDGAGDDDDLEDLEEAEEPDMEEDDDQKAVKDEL
CaV13 FRET inh = Primary screen for inhibitors of IQ motif and Ca2+-dependent inactivation inhibitor domain binding in CACNA1D, Förster resonance energy transfer in living cells, …; 0.098% of 340,000 active; HEK cells, CFP/YFP FRET ICDI-IQ, plate reader, 10 min; percent FRET-ratio fall versus neutral wells; inhibition, % at 12.3 µM;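 active = mean replicate inhibition of at least 30% and at least 1% of replicates passing that level; inconclusive = only one of the two criteria is met; inactive = neither criterion is met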;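 note: 0% = median of the neutral control wells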
NR2E3 ag-1 = agonists of human NR2E3 nuclear receptor; 0.35% of 360,000 active; CHO-S Gal4-NCOR/VP16-NR2E3 two-hybrid, luciferase; AID 602229; inhibition of corepressor binding, % at 3.98 µM; Q9Y5X4;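 active = inhibition above the mean of all tested compounds plus 3 SD, cut at about 70% in these data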;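 note: 0% = DMSO with NR2E3 transfected cells and 100% = cells lacking NR2E3 construct; higher means lower luciferase signal from less NR2E3 corepressor binding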
Target sequence (Q9Y5X4 whole entry, looked up, the tested form may be a part): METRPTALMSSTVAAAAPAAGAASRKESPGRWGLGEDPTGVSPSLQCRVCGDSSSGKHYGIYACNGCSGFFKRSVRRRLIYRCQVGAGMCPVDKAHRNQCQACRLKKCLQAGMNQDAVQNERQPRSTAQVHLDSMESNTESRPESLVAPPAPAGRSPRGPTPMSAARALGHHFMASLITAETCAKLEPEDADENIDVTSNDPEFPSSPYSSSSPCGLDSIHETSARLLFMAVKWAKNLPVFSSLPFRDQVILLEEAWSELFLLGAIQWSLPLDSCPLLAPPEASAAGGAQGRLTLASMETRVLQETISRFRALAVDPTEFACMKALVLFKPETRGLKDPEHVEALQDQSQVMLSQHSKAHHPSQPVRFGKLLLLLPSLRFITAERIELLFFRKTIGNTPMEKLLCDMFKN
Exocytosis inh = blocks lytic granule exocytosis. 0.66% of 360,000 active. inhibition, % at 10 µM. TALL-104 LAMP-1 surface exposure, flow cytometry; cells stimulated with thapsigargin and PMA;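 active = inhibition above about 55%, limit read from the data; inconclusive = no clear call, values can overlap the other calls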
HIF-2a inh = inhibitors of HIF-2a | 786-0 RCC cells HIF-2a reporter, luciferase luminescence, overnight | inhibition, % at 18.8 µM | 0.72% of 360,000 active | AID 624352;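 active = inhibition of the luminescence signal of 40% or more relative to plate controls, in a single-dose primary screen at 18.75 µM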
TRPM1 prom inh = reduces MITF-dependent TRPM1 promoter luciferase signal. SK-MEL-5 TRPM1 promoter luciferase, 24 h. inhibition, % at 12.5 µM. 0.83% of 330,000 active;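 active = mean inhibition across replicates of 60% or more, whatever share of single replicates reaches that level; inconclusive = some that reach 60%, reason not given; inactive = mean inhibition across replicates below 60%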; note: values of inactives mirror those of a sister screen read the other way
iPSC survival up = hiPSC single-cell survival enhancement; AID 602274; survival enhancement, % at 20 µM; ATPlite luminescence; 100% = ROCK inhibitor wells, 0% = DMSO; 0.044% of 360,000 active; in the data active = survival enhancement above about 18%;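 note: cells exposed to compounds for 16 hours before the ATP read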
NR2E3 ag-2 = agonists of human nuclear receptor NR2E3; GST-NR2E3/biotin-RetCOR TR-FRET, 1536-well; inhibition of corepressor binding, % at 4.78 µM; 0.12% of 320,000 active; AID 2300;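 active = percent inhibition above the cutoff of mean plus 3 SD of all tested compounds, set per screening campaign, cut at about 20% in these data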;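 note: 0% = DMSO wells and 100% = biotin wells as full block of FRET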
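Material – GST-tagged NR2E3 plus biotinylated RetCOR corepressor · Quantity – NR2E3 fusion 1.35 nM · Times – 5 h incubation at 4 °C · Medium – pH 7.5 Tris-based buffer · Technique – TR-FRET, Eu(K)-anti-GST donor, streptavidin-D2 acceptor, ex 340, em 617/671 nm · Benchmarks – high control biotin, low control 0.6% DMSO · Format – 1536-well plates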
aDG glyco up = alpha-DG glycosylation activation; activation, % at 10 µM; AID 624168; Pro5-aDG cells, alpha-DG glycosylation AlphaScreen (IIH6); 0% Pro5, 100% B10-LARGE cell signal; 0.22% of 360,000 active;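 active = activation of at least 8% versus controls, or a plate z-score of at least 8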;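 note: Pro5 are CHO cells carrying HIG-tagged alpha-DG that lacks glycosylation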
Vif inh = HIV Vif inhibition | 0.35% of 340,000 active | HEK293T cells, Vif self-association by quenched fluorescence, imaging, 24 h | inhibition, % at 7.49 µM | AID 602346; in the data active = inhibition above about 50%, passing the limit was not always enough; inconclusive = no clear call, values can overlap the other calls; inactive = below about 31%; note: some results filed as inactive read as strong as hits
Active calls of the source: *; ? = inconclusive; nt = no result given.

SMILES	Peg3 promoter	PDI turbidity	CaV13 FRET inh	NR2E3 ag-1	Exocytosis inh	HIF-2a inh	TRPM1 prom inh	iPSC survival up	NR2E3 ag-2	aDG glyco up	Vif inh
CCOc1ccc(N2C(=O)CC(C(C)c3ccccc3)C2=O)cc1 (stereo unspecified)	-22	-3	-6	-27	-4	-12	-16	0.2	-1	0.2	2
O=C(CSc1nnc(SCc2cccc3ccccc23)s1)c1ccc2c(c1)OCO2	-27	4	-9	-31	2	-78	-26	4.3	-6	-0.3	-3
Cc1ccc(-n2nc3c(=O)n(CC(=O)NC(C)CCc4ccccc4)nc(C)c3c2C)cc1 (stereo unspecified)	34	5	nt	55	3	12	36	-0.5	1	1.1	-14
O=C(COC(=O)CSc1ccc2ccccc2c1)NC1CCCC1	-8	8	-3	-23	-2	22	7	3.4	2	-0.1	3
CCOCC(=O)Nc1nnc(COC)s1	-12	1	-8	-2	-1	14	2	0.3	4	-0.3	-12
O=C(/C=C/c1ccc(Cl)c(Cl)c1)Nc1cccnc1	-206	7	-5	-15	9	-306	-84	-0.2	-5	3.1*	9
O=c1oc2ccc(Cl)cc2nc1/C=C(\O)c1ccco1	-10	-14	-4	-1	-3	1	1	0.4	-2	0.7	-6
COc1ccc(S(=O)(=O)NNC(=O)C(=O)NNc2ccccn2)cc1	-15	-1	-4	0	-3	4	1	0.3	1	-0.1	-4
CC(=O)Oc1cc(O)c2c(=O)c(OC(C)=O)c(-c3ccc(OC(C)=O)c(OC(C)=O)c3)oc2c1	-15	nt	nt	-76	-1	-119	-13	-0.9	0	-0.1	-14
O=C(O)C1CC(=O)N(Cc2cccs2)C1 (stereo unspecified)	1	16	-7	-1	-4	-8	-5	2.3	3	-0.3	nt
CCOC(=O)c1c(S(=O)(=O)NCC(=O)NCc2ccccc2)c(C)n(C)c1C	-10	-12	-14	20	-1	6	1	1.0	0	0.0	-3
O=C(COC(=O)COc1ccccc1F)NCc1ccco1	-1	-8	-6	-18	-4	8	10	-0.9	nt	-0.2	25
COc1ccc(S(=O)(=O)N(C)c2ccc(C(=O)Nc3c(C)n(C)n(-c4ccccc4)c3=O)cc2)cc1	18	3	-3	-8	0	15	13	-0.4	3	-0.5	-5
OCCNCc1cccc(OCc2ccccc2Cl)c1	0	0	3	-51	0	-27	-4	-2.3	-1	1.9	4
CC1(C)CC(C#N)(N2CCOCC2)CCO1 (stereo unspecified)	6	-4	-4	-6	2	13	11	-0.2	-1	-0.3	-10
CCc1cc2c(CN3CCN(CC)CC3)cc(=O)oc2cc1O	20	18	-2	-3	-2	14	-13	1.0	1	0.0	24
Cc1cccc(Cn2nc(C)cc2NC(=O)Cn2cc([N+](=O)[O-])cn2)c1	37	-5	-6	8	-9	14	-2	-0.2	1	1.2	-2
O=C(c1ccc2nc(N3CCOCC3)sc2c1)N1CCN(C(=O)c2ccco2)CC1	15	-6	-6	11	-4	15	nt	2.4	-2	0.1	1
CCCCCN(C(=O)CCC(=O)OCC(=O)c1ccc(C(C)(C)C)cc1)c1c(N)n(CCCC)c(=O)[nH]c1=O	-175	3	-4	0	-10	-155	-28	-0.2	-1	1.0	-26
Cc1cccc(CSc2nnc3c(n2)[nH]c2ccccc23)c1	-10	-12	-5	-26	-10	-43	-10	0.9	-1	0.6	-3
CC1(C)CC(NC(=O)C23CCC(C)(/C(=N/O)C2)C3(C)C)CC(C)(C)N1 (stereo unspecified)	-10	-1	nt	7	3	1	6	-3.0	1	0.1	-5
CCS(=O)(=O)N1CCCC(C(=O)Oc2ccc(Br)cc2)C1 (stereo unspecified)	6	1	-5	0	-3	18	-7	0.5	-2	-0.1	-3
CCOc1ccc(CCNC(=O)COC(=O)COc2ccc(Br)cc2)cc1OCC	12	12	nt	25	10	1	-2	0.3	-1	-0.1	nt
CCOC(=O)N1CCN(C(=O)c2cc(-c3ccc(F)cc3)[nH]c2C)CC1	32	6	-4	-33	0	-5	12	-0.9	3	-0.2	-6
COc1ccc(C(CNC(=O)C2CC(=O)N(Cc3ccccc3)C2)N2CCCC2)cc1 (stereo unspecified)	-14	7	-3	1	0	-9	-1	-0.7	2	0.0	-4
S=C(NCc1cccs1)Nc1cccc(Cl)c1	11	-2	-7	-1	0	-62	-6	1.0	5	0.1	-13
COc1cc(OC)cc(C2=Cc3ccccc3C(CC(=O)c3ccco3)N2c2ccc(-c3cccnc3)cc2)c1 (stereo unspecified)	nt	nt	-5	12	-2	8	nt	-0.2	nt	-0.4	nt
COc1ccccc1C(=O)Nc1nnc(SCC(=O)NC2CCCC2)s1	-246	10	nt	-189	-7	-163	-90	-0.4	-2	-0.2	8
Cc1ccc(S(=O)(=O)NNC(=S)Nc2ccc(Cl)cc2)cc1	2	-6	-2	-20	26	6	6	0.7	4	0.0	9
Cc1cc(/C=C2/SC(=S)N(c3ccc([N+](=O)[O-])cc3)C2=O)c(C)n1-c1cccnc1	-1	-4	-7	2	58*	-33	52	-1.6	5	4.1	5
CCN(CC)CCCC(C)NC(=O)c1c(NC(=O)c2ccccc2)sc2c1CCCC2 (stereo unspecified)	19	4	-5	13	78*	-27	12	1.5	2	0.2	-3
CCOC(=O)c1ccc(Nc2ncnc3ccc(C)cc23)cc1	-6	-15	nt	-31	11	23	5	-2.3	4	2.1	nt
O=C(CSc1n[nH]c(-c2ccncc2)n1)c1ccccc1	-6	-1	nt	-6	-1	2	-9	13	1	0.1	-3
CC[C@]12c3[nH]c4ccc(OC)cc4c3CCN1C(=O)C(CC(=O)NCc1ccc(OC)c(OC)c1)C[C@@H]2C(=O)N1CCN(C(=O)C2CC2)CC1 (stereo partly specified)	1	1	-6	-1	-11	9	-11	-3.1	nt	0.0	3
CC1(C)CC(=O)C(CC2CCCCC2=O)C(=O)C1 (stereo unspecified)	1	0	-5	24	1	11	-7	0.9	-3	0.0	-2
COc1ccc(NC(=O)Nc2ccc3c(c2)C(=O)N([C@H](C)CO)C[C@H](C)[C@@H](CN(C)S(C)(=O)=O)O3)cc1	-28	-11	-10	-32	12	4	-10	-1.5	nt	0.0	-3
COc1ccc(CCNC(=O)C(=O)NCCOc2ccccc2)cc1OC	4	-6	-6	-10	4	19	1	1.5	3	-0.1	18
C=CCC(C#Cc1ccccc1)N(C)C (stereo unspecified)	0	8	-6	-24	-4	0	2	-2.9	-1	-0.3	-7
O=[N+]([O-])c1ccc(Nc2ccc(N3CCOCC3)cc2)c([N+](=O)[O-])c1	16	12	-5	5	-2	-1	14	0.6	1	-0.3	-8
Cc1ccc(S(=O)(=O)N(C)CC(=O)OCC(=O)N2CCCC2=O)cc1	4	9	-4	2	-2	14	-16	0.8	3	0.0	12
Cc1cc(C(=O)N/N=C/c2ccc([N+](=O)[O-])s2)n[nH]1	-20	5	-13	0	-6	26	70*	-0.2	-1	2.9	-2
Cc1cc(NS(=O)(=O)c2ccc(NC(=O)CSc3nc4sc(C)c(C)c4c(=O)[nH]3)cc2)no1	11	5	-1	-11	-1	16	16	-0.7	6	-0.1	-12
Cn1c(Cc2ccccc2)nnc1SCC(=O)Nc1ccc(N2CCOCC2)cc1	-11	-26	-3	-20	-9	0	-2	-0.4	5	-0.1	3
NNC(=O)c1ccc(Cn2cc(Cl)cn2)cc1	12	5	-9	-3	5	14	19	0.5	-3	-0.3	-4
c1ccc(Cc2nc3ccccc3n2Cc2ccccc2)cc1	23	4	-4	1	-3	20	2	1.1	1	-0.2	-6
O=C(Nc1ccccc1)O/N=C1\CCCCC1c1ccc([N+](=O)[O-])cc1[N+](=O)[O-] (stereo unspecified)	18	16	-5	-4	-2	4	6	0.3	2	0.1	-6
Cc1ccc(NC(=O)c2ccc([N+](=O)[O-])o2)cc1S(=O)(=O)N1CCOCC1	102*	5	-6	16	-3	55*	84*	-1.8	2	0.9	-3
COc1cc(-c2nc(CN3CCN(CC(C)C)C(=O)[C@@H]3C)c(C)o2)ccc1F	6	-6	-3	8	-2	3	2	-1.6	6	-0.1	-1
COc1ccc(NC(=O)CN(C)S(=O)(=O)c2cccc3cccnc23)cc1	-6	-5	?	0	-5	-7	4	1.4	1	-0.2	11
FC(F)(F)c1ccc2nnc(-c3c(Cl)cccc3Cl)n2c1	-4	-2	-6	-37	1	11	16	-2.8	-1	0.2	20
CCc1ccc2c(c1)/C(=C/C(=O)c1cccs1)C(=O)N2	-24	2	-4	20	104*	75*	70*	-1.6	1	-0.6	4
CCOC(=O)N1CCN(C(=O)CN(C)S(=O)(=O)c2ccc3c(c2)c(=O)n(C)c(=O)n3C)CC1	0	7	0	-28	-1	17	14	-0.1	3	-0.3	8
CC1NC(=O)c2cc3ccccc3cc2-n2c1nc1cc(F)ccc1c2=O (stereo unspecified)	7	9	-3	-20	-1	12	nt	0.8	nt	-0.4	-8
Cc1ccsc1C(=O)OCC(=O)c1cc2ccccc2o1	-103	-5	-7	-32	5	-123	-37	1.0	-4	0.1	1
NC(=O)c1oc2ccccc2c1NC(=O)c1nc2ccccc2s1	-109	-7	-7	-70	1	-249	-60	-2.0	-5	-0.4	nt
O=C(N/N=C/c1cccnc1)C1CCCN(S(=O)(=O)c2ccccc2)C1 (stereo unspecified)	5	-1	-5	-7	-1	11	6	-0.6	0	0.4	6
Cc1ccc(OCCn2c(CCCO)nc3ccccc32)cc1	-4	-5	-8	-14	4	1	-4	0.9	0	0.1	-5
CCN(CC)CCCN1C=C2C(=O)C(C)(OC(=O)C3CCCC3)C(=O)C=C2C=C1c1ccsc1 (stereo unspecified)	-9	12	-6	-22	38	14	2	1.6	0	0.0	12
O=C(NC1CCN(C(=O)NCc2ccccc2)CC1)c1ccccc1	6	5	-2	-31	3	6	1	0.2	5	-0.1	19
CCN(CC)S(=O)(=O)c1ccc(C)c(NC(=O)CNCc2ccccc2OC)c1	7	1	-4	-31	14	9	5	-0.6	-1	0.2	-6
CC(C)Cc1nnc(NC(=O)CCC(=O)N2CC(C)CC(C)C2)s1 (stereo unspecified)	8	-3	-7	-8	0	6	-3	-0.4	0	0.6	-2
Cn1cncc1C#Cc1c(C=O)[nH]c2ccccc12	46	-1	-6	6	-2	43*	62*	-2.0	-1	-0.1	-9
